TAAR1 agonist = human TAAR1 agonists, primary screen, Fluo-8 calcium fluorescence, CHO RD-HGA16 cells; Trace amine-associated receptor 1 (Homo sapiens), Q96RJ0; vehicle wells 0%, saturating PEA agonist 100%; activation, % at 3 µM; 0.99% of 360,000 active; AID 624467, 2012;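 active means activation above the mean activation of all test compounds in the run plus 3 SD, cut at about 38% in these data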
Target sequence (Q96RJ0 whole entry, looked up): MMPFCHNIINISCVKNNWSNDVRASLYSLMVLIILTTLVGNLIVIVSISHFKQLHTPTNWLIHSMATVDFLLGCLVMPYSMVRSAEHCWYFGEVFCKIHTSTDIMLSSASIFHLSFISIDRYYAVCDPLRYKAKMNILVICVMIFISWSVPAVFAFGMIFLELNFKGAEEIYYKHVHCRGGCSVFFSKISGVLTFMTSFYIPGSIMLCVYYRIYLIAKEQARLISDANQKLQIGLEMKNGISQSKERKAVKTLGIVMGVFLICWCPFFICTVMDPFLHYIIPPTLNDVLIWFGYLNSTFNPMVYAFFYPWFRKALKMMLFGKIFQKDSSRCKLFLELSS
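Test system: RD-HGA16 (CHO) cells co-expressing Gα16 and hTAAR1; dosing: one-point dosing at 3 µM (nominal); timing: 17-24 h seeding, 75 min 37 °C dye, 30 min RT; signal: kinetic Fluo-8 calcium fluorescence; read-out basis: % activation relative to PEA EC100 response; controls: DMSO and PEA EC100; replicates: n 1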
CHO-K1 Ca antag = counter-screen for M1 antagonists: effect in parental CHO-K1 cells; ATP-induced calcium, Fluo-8 fluorescence; AID 602250; 0.6% of 360,000 active; inhibition, % at 3 µM;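 active means inhibition above a per-plate cutoff, the plate's mean sample inhibition plus 3 SD, cut at about 24% in these data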;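 further: 0% = DMSO plus EC80 ATP and 100% = DMSO alone without ATP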
TAAR1 antag = human TAAR1 antagonists, primary screen, Fluo-8 calcium fluorescence, CHO RD-HGA16 cells; antagonist; Trace amine-associated receptor 1 (Homo sapiens), Q96RJ0; inhibition, % at 3 µM; 1.5% of 360,000 active;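 active means inhibition above a per-plate cutoff, the mean inhibition of test compounds on that plate plus 3 SD, cut at about 49% in these data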;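 further: 0% = DMSO plus EC80 beta-PEA response and 100% = DMSO alone without agonist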
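Assay system: CHO-derived RD-HGA16 cells stably expressing human TAAR1 plus Gα16. Timing: 140 s kinetic read after compound, 140 s after agonist. Technique: kinetic Fluo-8 calcium fluorescence measurement. Measure: % inhibition of agonist calcium response.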
OXTR potentiator = human OXTR potentiators, primary screen, fluorescence, CHO-OTR cells, Fluo-8 calcium; Oxytocin receptor (Homo sapiens), P30559; activation, % at 3 µM; 0.061% of 320,000 active; Fluo-8 calcium fluorescence, potentiator mode; 0% = oxytocin EC15, 100% = EC100; AID 2445, 2010;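 active means activation above that plate's cutoff, the mean activation of tested compounds plus 3 SD, cut at about 6.6% in these data, passing the limit was not always enough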;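 further: 100% uses oxytocin at 75 nM as the full agonist control; some results filed as inactive read as strong as hits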
Target sequence (P30559 whole entry, looked up): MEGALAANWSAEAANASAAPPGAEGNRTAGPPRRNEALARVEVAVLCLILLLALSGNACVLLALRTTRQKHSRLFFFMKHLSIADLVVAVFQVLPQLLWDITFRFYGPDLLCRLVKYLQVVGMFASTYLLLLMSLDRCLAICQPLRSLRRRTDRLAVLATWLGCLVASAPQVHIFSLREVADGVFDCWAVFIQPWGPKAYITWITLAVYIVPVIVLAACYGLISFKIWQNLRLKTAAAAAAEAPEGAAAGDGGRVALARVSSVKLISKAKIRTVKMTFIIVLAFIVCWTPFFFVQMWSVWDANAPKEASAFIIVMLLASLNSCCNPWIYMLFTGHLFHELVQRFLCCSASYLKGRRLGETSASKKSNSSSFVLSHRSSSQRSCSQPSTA
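Assay system: CHO cell line stably expressing human OTR | Also added: Oxytocin at about EC15, sub-maximal agonist stimulus | Times: Compound 6 min at room temperature before oxytocin, 100 s read | Measured by: Fluo-8 intracellular calcium fluorescence, ex 470-495, em 515-575 nm | Controls: EC15 oxytocin alone as 0%, 75 nM oxytocin as 100%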
CHRM1 agonist = human M1 muscarinic receptor agonists, primary screen, Fluo-8 calcium fluorescence, CHO-K1 cells, HTS; Muscarinic acetylcholine receptor M1 (Homo sapiens), P11229; CHO-K1 hM1, agonist mode; 0% DMSO, 100% acetylcholine EC100; activation, % at 3 µM; 0.33% of 360,000 active;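 active means activation above the run's mean compound activation plus 3 SD, cut at about 16% in these data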;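 further: peak over basal fluorescence ratio within a 140 s kinetic read after compound addition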
CHRM1 antagonist = human M1 muscarinic receptor antagonists, primary screen, CHO-K1 cells, Fluo-8 calcium fluorescence, 1536-well | 1.3% of 360,000 active | CHO-K1 hM1, ACh EC80 antagonist | inhibition, % at 3 µM | Muscarinic acetylcholine receptor M1 (Homo sapiens), P11229;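 active means percent inhibition above its own plate's cutoff, namely the mean of that plate's compound wells plus 3 SD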;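 further: peak over basal fluorescence ratio during 140 s after agonist addition; 0% = ACh EC80 plus DMSO and 100% = DMSO alone without agonist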
CHO-K1 Ca PAM = nonselective calcium activators in parental CHO-K1 cells, primary screen, counter-screen for M1 PAM project, cell-based, Fluo-8 calcium fluorescence, full deck, 1536-well | ATP EC20; 0% at ATP EC20, 100% at ATP max | activation, % at 3 µM | 0.02% of 360,000 active;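 active means activation above the run cutoff, the mean activation of all test compounds plus 3 SD, cut at about 40% in these data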;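 further: peak over basal fluorescence ratio in a 140 s read after ATP addition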
M1 ag parental = counter-screen for M1 agonists: effect in parental CHO-K1 cells; Fluo-8 calcium fluorescence; scaled to maximal ATP response, vehicle zero; activation, % at 3 µM; 0.48% of 360,000 active; AID 602248, 2012; in the data active means activation above about 15%;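 further: untransfected CHO-K1 host cells lacking M1 receptor as counterscreen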
CHO parental Ca = ATP-evoked calcium signal inhibitors, parental CHO, primary screen, counter-screen for OX1R antagonist project, cell-based, fluorescence, Fluo-8 calcium dye. 0.63% of 330,000 active. parental CHO-K1, ATP-induced calcium, Fluo-8 fluorescence. inhibition, % at 5.6 µM;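 active means inhibition above that plate's mean sample inhibition plus 3 SD, cut at about 26% in these data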;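 further: 0% = ATP-challenged DMSO wells and 100% = DMSO wells without ATP; some compounds past the cut are filed as inactive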
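Assay system: parental CHO cells; Read-out basis: percent inhibition of ATP-evoked calcium rise, normalized to controls; Benchmarks: ATP and no-ATP DMSO wells; Compound dosing: single nominal dose of 5.6 µM per compound; Signal: Fluo-8 calcium dye fluorescence; Also added: ATP as calcium-mobilizing challenge; Repeats: singlicate.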
* marks the source's active call; other numbers are inactive results; . = no result given. Rows were taken by chance; overall some 4.2% were active at least once.

canonical_smiles,CHRM1 antagonist,CHO-K1 Ca PAM,M1 ag parental,TAAR1 antag,TAAR1 agonist,OXTR potentiator,CHRM1 agonist,CHO parental Ca,CHO-K1 Ca antag
Cc1[nH]ccc(=O)c1OCc1c(Cl)cccc1Cl,-9.7,18.4,0.4,-5.2,4.2,-13.2,-3.3,-3.5,-11.2
O=C(Nc1nc(-c2ccc3ccccc3c2)cs1)C1CCN(S(=O)(=O)c2cccs2)CC1,14.2,-4.3,1.5,103.8*,-0.3,-5.2,-3.7,-10.7,2.8
Cc1ccccc1N(CC(=O)NCCSCc1ccccc1)S(C)(=O)=O,-6.0,6.2,1.3,-2.5,5.0,-9.4,-1.7,-18.3,-1.6
CN(Cc1ccccc1F)c1cc2c(c3c1ccn3C)C1CCC2C1 (configuration not stated),-13.3,11.2,-0.4,-40.9,4.7,.,7.1,.,11.8
COc1cc(CC(NC(C)=O)C(=O)NC2CCN(C(=O)Nc3ccc(C)cc3)CC2)cc(OC)c1 (configuration not stated),-0.1,-3.0,0.2,14.6,-0.2,-10.2,-2.6,-15.2,-14.5
N=c1oc2ccc3ccccc3c2cc1C(N)=S,1.3,4.2,-0.1,-8.2,13.8,-0.2,0.0,-11.8,-9.9
CC(C)(C)c1ccc(NC(=S)NCc2cccs2)cc1,5.3,-2.7,1.4,24.9,1.8,-26.4,-2.3,9.6,16.2
CCCCOc1ccc(C(=O)NCCN2CCC(n3c(=O)[nH]c4ccccc43)CC2)cc1,.,12.6,5.2,28.9,5.7,.,.,.,-7.0
CCN(CC)CCN(C(=O)CN1C(=O)CCC1=O)c1nc2cc3c(cc2s1)OCO3,-7.4,12.9,-0.4,-25.5,0.7,-3.9,-6.3,1.4,-7.0
CC(C(=O)NC1(C#N)CCCCC1)N(C)CC(=O)Nc1ccc(Cl)c(Cl)c1 (configuration not stated),14.4,-10.7,10.4,5.2,15.0,-10.7,2.8,-9.8,-3.3
COc1ccccc1N1CCN(C(=O)CC(NC(=O)c2ccccc2Cl)c2ccccc2)CC1 (configuration not stated),-13.8,13.1,2.3,20.0,2.3,.,-3.6,.,-3.1
O=C(O)C1CCCCC1C(=O)Nc1ccc(S(=O)(=O)N2CCCCCC2)cc1 (configuration not stated),-7.3,7.2,1.3,-0.9,0.5,-1.7,-3.0,2.4,-13.7
CCP(=O)(CC)C(C)(C)CP(=O)(c1ccccc1)c1ccccc1,-0.6,6.0,-0.3,-6.5,12.4,-5.0,-3.7,-8.0,-4.0
O=C(OCc1ccc([N+](=O)[O-])cc1)c1ccc2ccccc2n1,-4.6,-7.5,0.8,-3.4,-2.9,1.6,-2.8,4.4,1.0
COCCCNC(=O)CN1C(=O)/C(=C\c2ccc(C)cc2)Sc2ccccc21,7.4,9.0,4.4,-2.9,5.5,-11.2,-7.8,-12.7,2.8
CC(C)CC(CO)N1CCN(C(=O)c2ccc(Cl)cc2)CCC1=O (configuration not stated),-8.0,21.0,1.2,3.7,15.3,-4.7,-3.9,-10.8,-12.6
CC1CCCCN1Cc1c(O)ccc2c(=O)c(-c3nc4ccccc4s3)coc12 (configuration not stated),-4.2,12.6,1.8,-6.0,0.3,-9.1,-3.6,-19.3,-8.0
CC(C)Oc1ccc(C(=O)N2CCCC2C(=O)O)cc1 (configuration not stated),-7.4,-1.6,0.1,-9.0,9.8,3.3,-0.7,-1.2,-3.6
COc1cccc(NC(=O)CSc2nnc(COc3ccc4c(c3)CCCC4)o2)c1,13.9,13.7,0.4,20.2,12.6,-12.3,-3.0,3.6,-4.6
CSc1nc(N)c(C(=O)N(c2ccccc2)c2ccccc2)s1,-12.1,3.2,-0.5,-21.6,2.9,.,-7.2,.,-13.7
COc1ccc(O)c(C(=O)CC(=O)c2cccnc2)c1,0.4,3.7,-0.1,-8.9,0.6,.,-6.2,.,-13.1
O=[N+]([O-])c1cc(/C=N/O)ccc1Oc1ccccc1Cl,-1.6,7.5,0.0,36.5,12.0,-2.2,-8.4,11.1,1.7
C=CCn1c(C)cc(C(=O)CSc2nc(N)cc(N)n2)c1C,-8.3,14.5,2.1,8.5,7.3,-10.6,-5.2,-7.6,-13.6
CCOc1ccc(C)cc1S(=O)(=O)NC1CCCCCC1,-16.7,9.7,1.0,-16.1,3.5,-5.2,-4.9,-13.6,-9.8
CC1=C(C)CC(C(=O)NCc2ccc3c(c2)OCO3)C(C(=O)O)C1 (configuration not stated),10.4,6.2,0.8,14.3,6.7,-0.9,-4.0,-3.6,-10.7

Printed as active in TAAR1 antag (from the list above):
compound	CHRM1 antagonist	TAAR1 antag	OXTR potentiator	CHRM1 agonist
O=C(Nc1nc(-c2ccc3ccccc3c2)cs1)C1CCN(S(=O)(=O)c2cccs2)CC1	14.2	103.8*	-5.2	-3.7

Pulled one by one from above, two records:
canonical_smiles,CHRM1 antagonist,CHO-K1 Ca PAM,M1 ag parental,TAAR1 antag,TAAR1 agonist,OXTR potentiator,CHRM1 agonist,CHO parental Ca,CHO-K1 Ca antag
CCOc1ccc(C)cc1S(=O)(=O)NC1CCCCCC1,-16.7,9.7,1.0,-16.1,3.5,-5.2,-4.9,-13.6,-9.8
CC1CCCCN1Cc1c(O)ccc2c(=O)c(-c3nc4ccccc4s3)coc12 (configuration not stated),-4.2,12.6,1.8,-6.0,0.3,-9.1,-3.6,-19.3,-8.0

More structures.
canonical_smiles,CHRM1 antagonist,CHO-K1 Ca PAM,M1 ag parental,TAAR1 antag,TAAR1 agonist,OXTR potentiator,CHRM1 agonist,CHO parental Ca,CHO-K1 Ca antag
CC1CN(C(=O)c2ccccc2NS(=O)(=O)c2cccc([N+](=O)[O-])c2)CC(C)O1 (configuration not stated),-10.5,15.3,1.8,-8.9,2.4,-3.2,-9.0,-5.7,-9.9
COc1cc2c(c(OC)c1)C(c1cccc(OC)c1OC)CC(=O)N2 (configuration not stated),-13.8,20.6,0.6,0.5,1.9,-7.2,1.6,2.5,-8.1
O=C(/C=C/c1cc([N+](=O)[O-])ccc1OC(F)F)Nc1cccc(OC(F)F)c1,9.1,9.1,1.0,74.8*,4.9,-10.2,-7.3,-2.2,-3.7
COCCCN(C(=O)CSCC(=O)Nc1ccc(C)cc1)c1c(N)n(Cc2ccccc2)c(=O)[nH]c1=O,4.2,10.2,-0.1,-15.9,1.1,.,-5.3,.,-8.9
CCN(CC)CCN(C(=O)c1cccc([N+](=O)[O-])c1)c1nc2ccc(OC)cc2s1,-19.9,-14.3,0.4,-40.7,1.3,1.0,-6.2,-9.5,-22.4
CC1CCN(CC(O)COCCOc2ccc(Br)cc2)CC1 (configuration not stated),11.3,5.6,1.1,-13.5,1.4,-1.6,-7.5,-10.1,-2.5
CN(C)CCCNC(=O)c1cc(C(=O)c2ccc(F)cc2)c[nH]1,-8.5,8.9,2.2,-25.7,3.0,1.1,-8.0,2.9,-11.4
Cc1ccccc1C1CCCN(C(=O)c2cc(COc3c(F)cccc3F)on2)C1 (configuration not stated),-2.2,6.9,3.4,6.4,1.1,-7.2,-3.9,42.9*,0.9
CCc1ccc(S(=O)(=O)Nc2ccccn2)cc1,-14.6,-2.6,0.1,-2.2,-0.8,1.4,-6.5,-11.2,-8.0
COc1cc(CSc2nc(-c3ccccc3)cc(=O)[nH]2)cc(OC)c1,-4.4,-0.2,-0.5,.,.,0.1,-2.5,0.4,-12.4
COc1ccc(Cl)cc1NC(=S)N(CCN1CCOCC1)C1CCN(C(C)=O)CC1,-13.6,-18.1,-0.2,-20.9,-0.2,4.0,-2.4,-9.9,0.4
CC1CCc2c(sc3nc(CN4CCOCC4)nc(Sc4ccccc4)c23)C1 (configuration not stated),-9.3,-11.1,0.0,-25.9,0.1,-3.6,-2.7,-20.0,6.3
CCCS(=O)(=O)c1c(S(=O)(=O)CCC)c2ccc(C(N)=O)cn2c1C(=O)OC,-5.4,23.4,0.8,1.7,1.0,-3.2,-6.1,-7.8,-3.6
CSc1ccccc1C(=O)NCCOc1cccc(C)c1,-11.1,1.9,0.4,0.9,-0.3,1.1,0.1,-6.0,-10.1
Cn1c(=S)ccc2ccccc21,-7.6,21.9,0.9,10.5,3.7,0.3,-9.5,-7.5,-11.9
CN(C(=O)COC(=O)c1ccccc1SCC(=O)NC1CCCCCCC1)C1CCS(=O)(=O)C1 (configuration not stated),6.8,6.7,0.0,-15.1,-0.7,-3.1,-7.5,-21.5,4.5
CC1=C(C(=O)Nc2cc(C(=O)NCc3ccccc3)ccc2C)SCCO1,-13.2,-12.5,0.6,5.5,1.1,.,-3.3,.,18.7
COCCNC(=O)Cn1ccc2cc(S(=O)(=O)N3CCCCC3)ccc21,1.4,15.9,0.0,-16.5,6.5,-6.3,-2.0,-10.7,-8.2
OCCN(Cc1ccccc1)Cc1ccc(C(F)(F)F)cc1,4.6,18.3,0.4,5.0,1.9,-0.6,-4.9,-10.8,-7.8
CC1CC(C)C[N+](=C2C=C(N3CCCC3)CC(C)(C)C2)C1 (configuration not stated),3.8,2.1,0.9,7.8,5.1,.,-5.2,.,5.9
CCC(=O)n1nc(-c2ccccc2)nc1NCc1ccccc1,-2.1,17.4,0.7,-20.7,4.3,-2.7,-3.9,-8.4,-8.6
Nc1ccc(OCC(O)C[n+]2ccc(CCS(=O)(=O)[O-])cc2)cc1 (configuration not stated),-6.0,14.3,0.5,5.6,4.5,-11.3,-4.9,-4.8,-7.9
CCCCCCCCNS(=O)(=O)CCNCCCC,-12.1,12.9,0.4,-17.9,5.0,.,-2.9,.,-0.7
CCNC(=O)C1CCCN(C(=O)c2ccc(C)c(F)c2)CC1 (configuration not stated),-14.4,11.3,1.3,-10.8,0.6,.,0.4,.,-9.5
CC(Nc1ccc(Cl)c(Cl)c1)C(=O)NN (configuration not stated),0.6,-13.2,0.4,-32.1,-0.7,-1.7,-2.4,-12.3,6.6
CCNc1ncnc2c1cnn2C,6.3,10.2,-0.1,3.0,0.8,-11.4,-1.1,7.7,-11.2

High-throughput results: PubChem BioAssay, The Scripps Research Institute Molecular Screening Center
